Compound activity as filed in PubChem BioAssay.
Kir21 inh: inhibitors of mouse Kir2.1 inward-rectifier potassium channel; HEK293-Kir2.1, FluxOR thallium flux fluorescence; hits give low values; B-score at 10 µM; 310,000 tested, 0.85% active; AID 1672;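 active = fluorescence ratio B-score at or below minus 3 SD of library scores, with starting-brightness B-score within 2 SD, cut at about -4.2 in these data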;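 also: channel flux triggered by added potassium and thallium sulfate stimulus; B-score of peak minus minimum fluorescence over baseline after thallium stimulus; more negative B-score means stronger Kir2.1 block with less thallium influx; some compounds called inactive have numbers as strong as hits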
Target sequence (P35561 whole entry, looked up): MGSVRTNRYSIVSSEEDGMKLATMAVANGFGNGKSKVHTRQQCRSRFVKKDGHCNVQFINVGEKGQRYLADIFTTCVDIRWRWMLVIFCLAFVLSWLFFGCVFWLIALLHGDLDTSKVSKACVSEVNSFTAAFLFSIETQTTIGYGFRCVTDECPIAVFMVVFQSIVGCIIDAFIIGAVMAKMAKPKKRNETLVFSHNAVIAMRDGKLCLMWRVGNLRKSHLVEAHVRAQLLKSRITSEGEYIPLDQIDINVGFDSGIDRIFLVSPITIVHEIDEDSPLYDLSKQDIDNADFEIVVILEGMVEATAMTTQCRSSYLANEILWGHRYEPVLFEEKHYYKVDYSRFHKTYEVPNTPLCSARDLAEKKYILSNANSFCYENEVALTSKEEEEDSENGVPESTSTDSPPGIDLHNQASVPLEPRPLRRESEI
CHT inh: human CHT choline transport inhibition | CHT-expressing cells, membrane potential dye, choline response; hits give low values | B-score at 10 µM | 310,000 tested, 0.86% active;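 active = B-score over 3 SD under the library average, and starting fluorescence ratio not unusually high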;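 also: choline stimulus applied at its EC90 after an EC20 pre-addition; B-score computed on integrated fluorescence ratio after choline addition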
Target sequence (Q9GZV3 whole entry, looked up): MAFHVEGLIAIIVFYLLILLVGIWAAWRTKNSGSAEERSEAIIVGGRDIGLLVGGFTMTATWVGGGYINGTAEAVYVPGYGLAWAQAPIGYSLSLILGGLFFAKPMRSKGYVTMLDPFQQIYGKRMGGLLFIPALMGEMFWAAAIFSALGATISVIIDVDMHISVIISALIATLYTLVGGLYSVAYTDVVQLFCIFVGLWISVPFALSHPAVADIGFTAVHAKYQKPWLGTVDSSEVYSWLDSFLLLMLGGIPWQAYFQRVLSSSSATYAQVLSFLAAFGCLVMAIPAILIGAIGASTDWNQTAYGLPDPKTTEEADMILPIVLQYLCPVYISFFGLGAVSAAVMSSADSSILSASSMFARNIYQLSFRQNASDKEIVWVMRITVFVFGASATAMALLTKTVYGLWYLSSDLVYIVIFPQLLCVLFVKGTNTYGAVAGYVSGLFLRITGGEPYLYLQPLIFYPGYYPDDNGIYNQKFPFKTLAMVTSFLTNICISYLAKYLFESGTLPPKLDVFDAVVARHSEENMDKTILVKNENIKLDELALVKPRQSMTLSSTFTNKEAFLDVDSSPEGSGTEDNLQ
* hit, by the source's call; i = inactive; . = not tested or not shown; & = joins results of further samples.

SMILES	Kir21 inh	CHT inh
COc1ccc(NC(=O)CSc2nnc(Cn3cnc4ccccc43)n2C)cc1	-0.01	i
COc1cccc(C(=O)NCc2cccnc2)c1	0.83	i
COCCn1nnnc1C(c1ccc(OC)cc1)N1CCC(C)CC1 (stereo unspecified)	-1	i
Cc1ccc(C)c(OCCC(=O)OCC(=O)NCc2ccccc2)c1	0.03	i
O=C(COC(=O)C1CCC1)Nc1cc(S(=O)(=O)N2CCCCC2)ccc1Cl	6.7e-16	i
COc1ccc(OC)c(NC(=O)c2ccc(OCC(=O)N3CCOCC3)c(OC)c2)c1	1	i
CN(C)CCCn1c(SCc2ccc(Cl)cc2)nnc1-c1ccncc1	1	i
CCNC(=O)Nc1nc2ccccc2s1	-0.56	i
COc1ccc(-c2ccc(/C=N/NC(=O)c3cccnc3)o2)c([N+](=O)[O-])c1	-2.3	.
CC(=O)c1sc2nc(SCC(=O)N3CCCCC3)[nH]c(=O)c2c1C	-0.33	i
CCOc1ccccc1NC(=O)c1cc(-c2ccncc2)nc2c(Cl)cccc12	1.8	.
NS(=O)(=O)c1cccc(NC(=O)COC(=O)Cn2cnc3ccccc32)c1	-0.1	i
COc1ccc(NC(=O)c2ccco2)cc1N	-1.3	i
CC(=O)Nc1ccc(Nc2nc3ccccc3nc2NS(=O)(=O)c2ccccc2)cc1	1.8	i
CCOC(=O)c1sc(N/N=C/c2cccc(C)c2)nc1C	1.1	i
COc1ccc(-c2cc(C(=O)N/N=C(\C)c3cccnc3)c3cc(C)ccc3n2)cc1OC	-0.36	i
Cc1cc(C)cc(-n2c(SC(C)C(=O)NCc3ccc4c(c3)OCO4)nc3ccccc3c2=O)c1 (stereo unspecified)	0.47	i
CCc1sc(C(=O)NC2CCN(C)CC2)cc1Br	-1.5	i
COC(=O)c1cn(-c2ccccc2)nc1-c1ccc(OC)cc1	0.28	i
COc1ccc(CN2CCNC(=O)C2CC(=O)NC2CCCCC2)c(OC)c1 (stereo unspecified)	-1.3	i
Cc1cc(C)cc(NC(=O)C(OC(=O)c2ccc(NC(=O)CC#N)cc2)c2ccccc2)c1 (stereo unspecified)	-0.12	i
COc1ccc(C(=O)Nc2nc3ccccc3s2)cc1OC	-1.1	i
COc1ccc(CCNS(=O)(=O)c2c(N)n(C)c(=O)n(C)c2=O)cc1OC	-0.04	i
COc1cccc(C(=O)Cn2c(=O)n(CC3CCCO3)c(=O)c3ccccc32)c1 (stereo unspecified)	1.3	i
CO/N=C/c1cn(-c2ccc(Cl)cc2)nn1	-1.1	i
Oc1ccccc1Nc1ncnc2c1oc1ccccc12	0.33	i
O=C(CCn1c(=O)oc2ccccc21)N1CCN(c2ccccc2F)CC1	-1.1	i
Cc1ccsc1C(=O)N1CC(=O)Nc2ccccc21	0.85	i
Cc1onc(-c2ccccc2)c1C(=O)N/N=C/c1ccco1	1.1	i
COc1ccc(C2CC(C(F)(F)F)n3ncc(C(=O)O)c3N2)cc1OC (stereo unspecified)	-0.1	i
Cc1ccc(NC(=O)CS(=O)CC(=O)NC2CCN(Cc3ccccc3)CC2)c(C)c1 (stereo unspecified)	1.2	i
Cc1cc(C)n(CCO)c(=O)n1	0.03	i
COc1cc([N+](=O)[O-])c(OC)cc1SCc1n[nH]c(=S)n1-c1ccc(F)cc1	0.03	i
CC(=O)Nc1ccc(NC(=O)COc2cc(O)c3c(c2)OC(C)(C)CC3=O)cc1	-0.57	i
COCc1cc(=O)n2[nH]c(-c3cccc(Br)c3)cc2n1	-1.2	i
CCOCCc1nnc(NC(=O)c2cccc(F)c2)s1	0	i
COc1ccc(/C=N/Nc2cc(OC)ncn2)cc1	-1	i
CCc1ccc(N(C(=O)c2ccoc2C)C(C(=O)NC2CCCC2)c2ccc(OC)cc2)cc1 (stereo unspecified)	-2.2	i
CCCCc1c(C)nc(N2CCCC2)[nH]c1=O	0.66	i
O=C1CN(C(=O)COC(=O)CCNS(=O)(=O)c2ccc(Cl)cc2)c2ccccc2N1	1.1	i
CCC(=O)c1ccc(OCC(O)CNCCc2ccc(Cl)cc2)cc1 (stereo unspecified)	-3	i
Cc1ccnc(SCCn2c(N3CCN(Cc4ccccc4)CC3)nc3c2c(=O)[nH]c(=O)n3C)n1	-0.52	i
COc1ccccc1NC(=O)CN1CCC(c2nc3ccc(C)cc3[nH]2)CC1	-2	i
COc1ccc(/C=C2\SC(=S)N(CC(=O)N(C)C3CCS(=O)(=O)C3)C2=O)cc1 (stereo unspecified)	2.5	i
O=C(NNC(=O)c1cc(-c2ccc(Cl)cc2)nc2ccccc12)c1csc(N2CCOCC2)n1	0.14	i
O=C(CCN=C1NS(=O)(=O)c2ccccc21)OCC(=O)c1ccc(F)cc1	1.2	i
CC1CCN(C(=O)C2CCC(CNc3c(N4CCCCC4)c(=O)c3=O)CC2)CC1 (stereo unspecified)	0.34	i
COC(=O)CCC(=O)N(CCN(C(=O)CCC(=O)OC)c1ccccc1)c1ccccc1	-0.04	i
COc1ccc(N(C(=O)c2snc(C(N)=O)c2N)C(C(=O)NCC2CCCO2)c2ccc3ncccc3c2)cc1OC (stereo unspecified)	-0.61	i
COc1ccccc1Nc1nc(-c2sc(NC(=O)c3cccc(Cl)c3)nc2C)cs1	-2.9	i
O=C(NCc1cc(C(F)(F)F)ccc1F)C1CCC(=O)N(C2CC2)C1 (stereo unspecified)	0.21	i
Cc1c(O)cccc1C(=O)N[C@@H](CSc1ccccc1)[C@H](O)CN1C[C@H]2CCCC[C@H]2C[C@H]1C(=O)NC(C)(C)C	-0.97&-0.63	i
CCCN(CC(=O)Nc1ccccc1OC)C(=O)c1ccc(=O)[nH]c1	-0.86	i
Cn1cccc1/C=C1\Cc2ccccc2C1=O	-0.47	i
Cc1oc(-c2ccccc2F)nc1CS(=O)(=O)CC(=O)NCc1ccco1	0.89	i
Cc1c(CN(C)Cc2cn(C)nc2-c2ccccc2F)[nH]c2ccccc12	-3.2	i
Cc1ccc(C2c3c(oc4ccc(Cl)cc4c3=O)C(=O)N2CCCN2CCOCC2)o1 (stereo unspecified)	-0.56	i
O=C(Nc1ccc(NC(=O)C2CC2)cc1)c1ccco1	1.6	i
Cc1ccc(-n2nc(-c3ccc(N)cc3)cc2N)cc1	0.6	i
Cc1[nH]c2ccccc2c1C(=O)C(=O)N1CCN(c2ccccc2Cl)CC1	1.2	i

Next part; the last 3 above are carried over.
SMILES	Kir21 inh	CHT inh
O=C(Nc1ccc(NC(=O)C2CC2)cc1)c1ccco1	1.6	i
Cc1ccc(-n2nc(-c3ccc(N)cc3)cc2N)cc1	0.6	i
Cc1[nH]c2ccccc2c1C(=O)C(=O)N1CCN(c2ccccc2Cl)CC1	1.2	i
CC(C)c1onc(C(=O)NCc2ccccn2)c1[N+](=O)[O-]	2.1	i
COc1ccc(C(=O)NC2CCCCCC2)cc1S(=O)(=O)Nc1ccc(Br)cc1	-0.21	i
COc1ccccc1NC(=O)c1cc(Cl)nc2ccccc12	0.78	i
Cc1cc(N2C(=O)C(=O)/C(=C(/O)c3ccc(F)cc3)C2c2cccc(Br)c2)no1 (stereo unspecified)	0.43	i
Cc1ccc(C(=O)Cn2cnc3ccccc3c2=O)cc1C	-0.17	i
CC(c1ccccc1F)n1cc(C(=O)NCCc2ccco2)nn1 (stereo unspecified)	-0.16	i
CCCS(=O)(=O)N1CCCC(C(=O)NCc2ccc3c(c2)OCO3)C1 (stereo unspecified)	0.1	i
COC(=O)CNC(=O)c1c(-c2ccccc2Cl)noc1C	-0.42	i
COCCCNC(=S)NC1CCCCC1	0.88	i
O=C(CCc1nc2ccccc2c(=O)[nH]1)NCCN1C(=O)S/C(=C\c2ccc(Cl)cc2Cl)C1=O	-0.03	i
Cn1c(-c2ccccc2)cnc1NCc1cccc([N+](=O)[O-])c1	0.29	i
CCn1c(-c2cccc(S(=O)(=O)N3CCCC3)c2)n[nH]c1=S	-2.1	i
COc1ccccc1OCCCOc1ccc(C)cc1Br	0.03	i
Cn1c(=O)[nH]c(=O)c2c1nc(NCCCO)n2CCCc1ccccc1	1.2	i
CCOC(=O)c1ccc2nc(C(F)(F)F)[nH]c(=O)c2c1	0	i
CCc1nnc(NC(=O)CSc2ccc(-c3nc4ccccc4[nH]3)cn2)s1	-0.76	i
O=C(NCc1ccccc1)C1C2C=CC3(CN(Cc4cccnc4)C(=O)C13)O2 (stereo unspecified)	0.24	i
O=C(COc1ccc(C(=O)c2ccc(F)cc2)cc1)NCc1ccc(F)cc1	0.1	i
COc1ccc(C2CC(c3ccccc3)Nc3nc(NC(=O)c4cccs4)nn32)cc1 (stereo unspecified)	1.9	i
COc1ccc(NC(=O)CCSCCc2ccccn2)cc1OC	-1.4	i
Cc1ccc2[nH]c(=O)c3cc(C(=O)NCCC(C)C)sc3c2c1	1.1	i
O=C(Nc1cc(C(F)(F)F)ccc1N1CCOCC1)C1=COCCO1	-2.7	i
Cc1ccc(CN2CCC(CNC(=O)C3CCCN(c4ncnc5c4nc4n5CCCCC4)C3)CC2)cc1 (stereo unspecified)	-2	i
O=C(NC1CCN(C(=S)NCCc2ccccc2)CC1)C1CCCCC1	0.23	i
CCOC(=O)Cc1csc(NC(=O)c2ccc(NC(C)=O)cc2)n1	-0.3	i
Cc1cc(C)cc(NC(=O)CC2NCCNC2=O)c1 (stereo unspecified)	1.4	i
C=CCNC(=O)COc1c(C)ccc(C)c1C	0.97	i
COC(=O)Cn1cc([N+](=O)[O-])nc1C	-0.58	i
COc1ccc(-c2nnc(SCC(=O)N3CCCC(C)C3)o2)c(OC)c1 (stereo unspecified)	-1.1	i
CC1Sc2ccc(S(=O)(=O)CCC(=O)Nc3ccc(C(C)C)cc3)cc2NC1=O (stereo unspecified)	-0.01	i
O=C(COc1ccc(Cl)cc1)NCc1cn2cc(Cl)ccc2n1	0.43	i
O=C(NC1CCN(C(=S)Nc2ccc(F)cc2)CC1)c1ccco1	1.4	i
COc1ccc(C(C[N+](=O)[O-])n2nc(C)cc2C)cc1 (stereo unspecified)	-3.5	i
CCCCOC(=O)CCc1nc2ccccc2[nH]c1=O	1.4	i
CC(C)N(Cc1ccccc1)C(=O)Cn1c(=O)cnc2ccccc21	-0.01	i
Cc1occc1C(=O)N/N=C/c1ccc(N(C)C)cc1	0.28	i
CCNS(=O)(=O)c1ccc(NC(=S)N2CCc3ccccc32)cc1	-0.41	i
CC(C)N1CCN(Cc2ccoc2)CC1CCO (stereo unspecified)	-0.89	i
COc1ccc(NC(=O)COC(=O)C2CCCCC2)c([N+](=O)[O-])c1	0.73	i
CC1(C)CC(=O)C2=C(C1)N(c1ccccc1)C(=O)CC2c1ccc(O)cc1 (stereo unspecified)	-0.33	i
COc1ccc(NS(=O)(=O)c2ccc(SC)cc2)cc1	-0.13	i
CC(=O)NC(CCS(C)(=O)=O)C(=O)Nc1cccc(C(C)=O)c1 (stereo unspecified)	1.6	i
CC(C)c1ccc(C2C(C#N)=C(N)N3C(=C2C#N)Sc2ccccc23)cc1 (stereo unspecified)	-0.27	i
CN(C(=O)COC(=O)c1cccc(S(=O)(=O)N2CCOCC2)c1)C1CCS(=O)(=O)C1 (stereo unspecified)	1.4	i
O=C(Oc1ccccc1)c1cc2ccccc2oc1=O	1.2	i
O=C(c1ccc(F)cc1)C(CCCCCC(CN1CCOCC1)C(=O)c1ccc(F)cc1)CN1CCOCC1 (stereo unspecified)	0.28	i
CCCN1CCN(c2nc(-c3cccs3)nc3ccccc23)CC1	-0.34	i
NC(=O)CSc1nnc(Cc2csc(Nc3ccccc3)n2)n1Cc1ccccc1	-1.3	i
O=C1NC(=NCc2ccccc2)S/C1=C/c1ccc(O)cc1	0.1	i
CN(C)c1nc(N2CCOCC2)nc(N(c2ccccc2)c2ccccc2)n1	0.19	.
O=C(NCCN1CCOCC1)c1ccc(Cl)c(Cl)c1	0.65	i
O=C(c1cccc(N2C(=O)c3ccccc3C2=O)c1)N1CCCCCC1	0.12	i
CCn1cc(C(=O)O)c(=O)c2cc(S(=O)(=O)N3CCCCCC3)ccc21	-0.86	i
O=C(CSC1=NCCN1)Nc1cccc([N+](=O)[O-])c1	1.1	i
COc1ccc(-c2nnn(CC(=O)N(Cc3cccs3)C(C)C(=O)NC3CCCC3)n2)cc1OC (stereo unspecified)	-1.1	i
CC(=O)Nc1scc(C)c1-c1nc2ccccc2s1	-0.62	i
CCn1c(SCc2c(Cl)cccc2Cl)nnc1-c1nn(-c2ccccc2)ccc1=O	-2.2	i
Cc1cc(C)cc(NC(=O)CCN2C(=O)c3ccccc3C2=O)c1	1.2	i
CC(=O)C1=C(O)C(=O)N(c2ccccn2)C1c1ccccc1[N+](=O)[O-] (stereo unspecified)	-2.4	i

Molecules from the list above with an aryl thioether with sulfur outside any ring, in the order listed:
SMILES	Kir21 inh	CHT inh
COc1ccc(NC(=O)CSc2nnc(Cn3cnc4ccccc43)n2C)cc1	-0.01	i
CN(C)CCCn1c(SCc2ccc(Cl)cc2)nnc1-c1ccncc1	1	i
CC(=O)c1sc2nc(SCC(=O)N3CCCCC3)[nH]c(=O)c2c1C	-0.33	i
Cc1cc(C)cc(-n2c(SC(C)C(=O)NCc3ccc4c(c3)OCO4)nc3ccccc3c2=O)c1 (stereo unspecified)	0.47	i
COc1cc([N+](=O)[O-])c(OC)cc1SCc1n[nH]c(=S)n1-c1ccc(F)cc1	0.03	i
Cc1ccnc(SCCn2c(N3CCN(Cc4ccccc4)CC3)nc3c2c(=O)[nH]c(=O)n3C)n1	-0.52	i
Cc1c(O)cccc1C(=O)N[C@@H](CSc1ccccc1)[C@H](O)CN1C[C@H]2CCCC[C@H]2C[C@H]1C(=O)NC(C)(C)C	-0.97&-0.63	i
CCc1nnc(NC(=O)CSc2ccc(-c3nc4ccccc4[nH]3)cn2)s1	-0.76	i
COc1ccc(-c2nnc(SCC(=O)N3CCCC(C)C3)o2)c(OC)c1 (stereo unspecified)	-1.1	i
COc1ccc(NS(=O)(=O)c2ccc(SC)cc2)cc1	-0.13	i
NC(=O)CSc1nnc(Cc2csc(Nc3ccccc3)n2)n1Cc1ccccc1	-1.3	i
CCn1c(SCc2c(Cl)cccc2Cl)nnc1-c1nn(-c2ccccc2)ccc1=O	-2.2	i

Outcome played no part in choosing rows. About 1.6% of those tested had a hit in this group.
